# TCR act – Activators of T cell receptors: qHTS campaign; primary human leukocytes, anti-CD3, IL-2 HTRF, 48 h; Potency, µM (top dose mostly 9.22 µM), for inactives: top-dose activation of IL-2 secretion, hits mostly activators; 330,000 tested, under 10 active; AID 504894, 2011; also: % of control where 0% means no effect
#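 TCR engagement came from a-CD3 beads alone, with compounds added to primary human leukocytes for 48 hr. Secreted IL-2 bridged europium cryptate- and d2-labelled anti-IL-2 antibodies, giving FRET emission at 665nm after 320nm excitation.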
# ELG1 DNA repair – qHTS screen for small molecules that inhibit ELG1-dependent DNA repair in human embryonic kidney (HEK293T) cells expressing luciferase-tagged ELG1; HEK293T ELG1-luciferase reporter, luminescence, 16 h; DNA damage induced by 5-fluorouridine; 330,000 compounds, 2.3% hits; Potency, µM (doses to about 46.1 µM), without a hit: at the top dose activity change, negative = inhibition, most hits filed as inhibitors; also: potency is read from the fitted curve at half-maximal effect; % is scaled to controls: 0 for no effect and ±100 for the full control effect; nearly all actives have a fitted effect of over 55% in size
#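 Cells (2,000 per well) received 5-fluorouridine plus test compound or DMSO and were incubated 16 hr at 37 °C, 5% CO2. Luciferase activity was read by luminescence 30 min after ONE-Glo addition; signal suppression marked inhibition of damage-induced ELG1 function.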
# p53 reactivation – qHTS assay for re-activators of p53 using a Luc reporter; H1299 p53-A138V BP100-luciferase reporter, luminescence, 24 h; Potency, µM (top dose mostly 92.2 µM), for the others: at the top dose activity change, positive = activation, hits mostly activators; 320,000 compounds, 0.063% hits; AID 504706, 2011; also: potency is read from the fitted curve at half-maximal effect; % of control where 0% means no effect; nearly all actives have a fitted effect of over 45% in size
#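 H1299 (p53-null), stable ts p53-A138V + BP100-Luc; 1000 cells/well, Opti-MEM/10% FBS; cpd 4 pt, 1:5; 24 h, 37 deg C, 5% CO2; detection reagent 10 min RT; luminescence.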
# MLL CXXC-DNA inh – qHTS Fluorescence Polarization Assay for Inhibitors of MLL CXXC domain - DNA interaction; MLL-CXXC / FITC-HOXA9 DNA fluorescence polarization; Potency, µM (top dose mostly 115 µM), for inactives: top-dose activity change, negative = inhibition, usual class: inhibitors; 290,000 compounds, 0.037% hits; AID 2662, 2010; active = well fitted inhibition curve with a large enough effect in the polarisation, with a control signal flat, not every such curve was filed as active; inconclusive = small, poorly fitted or top-dose-only effect, or effect the other way, or a change in a side signal; inactive = no such curve, though single readings can be large or run the other way; the % refers to the polarisation; also: potency is read from the fitted curve at half-maximal effect
#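 Purified MLL-CXXC (added from a 7 uM solution) was preincubated 5 min at ambient with pinned compounds in 50 mM Tris-HCl pH 7.5, 50 mM NaCl, 1 mM DTT, 0.05% BSA. Fluorescein-labeled HOX-A9 DNA (50 nM solution) followed, 30 min, then polarization read.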
# PTAP TSG101 blk – qHTS Assay for Iinhibitors of HIV-1 Budding by Blocking the Interaction of PTAP/TSG101; Tumor susceptibility gene 101 protein (Homo sapiens), Q99816; Fluorescence polarization, FITC-PTAP peptide / Tsg101 binding; Potency, µM (series often up to 115 µM), without a hit: top-dose activity change, negative = inhibition, most hits filed as inhibitors; 340,000 tested, under 10 active; AID 493005, 2010; active = well fitted inhibition curve with a large enough effect in the main read-out, with a control signal flat, not every such curve was filed as active; inconclusive = small, poorly fitted or top-dose-only effect, or effect the other way, or a change in a side signal; inactive = no such curve, though single readings can be large or run the other way; also: potency is read from the fitted curve at half-maximal effect; % of control where 0% means no effect
# Target sequence (Q99816 whole entry, looked up): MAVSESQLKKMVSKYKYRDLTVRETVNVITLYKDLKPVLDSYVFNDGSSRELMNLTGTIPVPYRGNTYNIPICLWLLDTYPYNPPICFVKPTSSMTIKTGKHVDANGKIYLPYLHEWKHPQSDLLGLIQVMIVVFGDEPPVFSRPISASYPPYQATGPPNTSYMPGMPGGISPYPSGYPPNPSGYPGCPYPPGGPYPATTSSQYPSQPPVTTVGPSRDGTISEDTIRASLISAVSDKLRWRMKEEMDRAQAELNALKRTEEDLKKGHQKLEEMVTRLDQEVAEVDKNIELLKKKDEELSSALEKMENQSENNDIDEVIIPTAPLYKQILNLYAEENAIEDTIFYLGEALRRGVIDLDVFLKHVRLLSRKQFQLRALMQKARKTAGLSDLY
#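 FP read-out: FITC-PTAP peptide, 50 nM final, binding Tsg101 binding domain, 10 uM final; 20 min, r.t.; 10 mM HEPES pH 7.5, 0.15 M NaCl, 0.01% Tween 20, 3 mM EDTA, 0.1 mM TCEP.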
# B2AR arrestin – qHTS assay of beta-arrestin-biased ligands of beta2-adrenergic receptor; AID 492947, 2010; beta-arrestin recruitment to beta2AR, cell-based reporter; 330,000 compounds, 0.02% hits; Potency, µM (top dose mostly 46.1 µM), for the others: at the highest dose activation, usual class: activators; Beta-2 adrenergic receptor (Homo sapiens), P07550;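 also: potency is read from the fitted curve at half-maximal effect; 0% = DMSO controls and full agonism = EC100 isoproterenol or metaproterenol; nearly all actives have a fitted effect of over 65% in size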
# Target sequence (P07550 whole entry, looked up): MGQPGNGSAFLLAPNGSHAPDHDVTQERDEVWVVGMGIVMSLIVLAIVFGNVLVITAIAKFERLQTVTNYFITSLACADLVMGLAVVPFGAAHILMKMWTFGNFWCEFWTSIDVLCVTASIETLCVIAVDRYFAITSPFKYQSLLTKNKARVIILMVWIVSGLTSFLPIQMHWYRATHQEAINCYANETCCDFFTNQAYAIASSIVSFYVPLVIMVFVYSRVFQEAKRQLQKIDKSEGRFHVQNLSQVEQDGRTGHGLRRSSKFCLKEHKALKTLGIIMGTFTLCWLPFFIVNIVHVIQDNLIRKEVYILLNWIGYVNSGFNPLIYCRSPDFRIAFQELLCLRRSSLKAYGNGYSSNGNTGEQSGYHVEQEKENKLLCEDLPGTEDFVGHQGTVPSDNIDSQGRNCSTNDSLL
# a7 integrin act – qHTS for Activators of Integrin-Mediated Alleviation for Muscular Dystrophy. 350,000 compounds, 0.064% hits. alpha7betagal myoblasts, beta-gal FDG fluorescence, 48 h. Potency, µM (doses to about 38.3 µM), for the others: top-dose activation, hits mostly activators;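 also: potency is read from the fitted curve at half-maximal effect; 100% = response of the positive control SU9516; nearly all actives have a fitted effect of over 60% in size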
#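 Alpha7betagal+/- myoblasts (passage 13) were plated 16-24 hr, then exposed to compounds (1:260 dilution of DMSO stock) for 48 hours at 37C. After MPER lysis, β-galactosidase reporter activity was read as FDG fluorescence (ex 480/em 540) after 30 minutes.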
# BRCA1 expr act – qHTS Assay to Identify Small Molecule Activators of BRCA1 Expression; 380,000 compounds, 1.1% hits; Potency, µM (top dose mostly 46.1 µM), without a hit: top-dose activation, most hits filed as activators; AID 624202, 2012; MCF7-BRCA1-FFLuc reporter, luminescence, 48 h; response scale: scaled: vehicle 0%, 10 µM genistein 100%; also: potency is read from the fitted curve at half-maximal effect; nearly all actives have a fitted effect of over 80% in size; some results filed as inactive show a strong effect at the top dose
#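 48 h compound treatment of MCF7-BRCA1-FFLuc cells (phenol-red free MEM, 37 °C), then 15 min with luciferase substrate and luminescence imaging.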
# TRPV1 ag – HTS Assay for Compounds that Act as Agonists of the Vanilloid Receptor 1; activation, % at 8.33 µM; TRPV1-expressing cells, Fluo-8 calcium influx, agonist mode; Transient receptor potential cation channel subfamily V member 1 (Homo sapiens), Q8NER1; 320,000 compounds, 0.19% hits; in the data active = activation above about 80%; inconclusive = between about 30% and that limit; also: 0% is about no effect
#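 Cells expressing TRPV1 were dye-loaded with Fluo-8 and read kinetically: 10 s baseline, 3 min after compound (agonist portion), then 2 min after EC20 capsaicin (allosteric enhancer portion). Calcium-bound dye fluorescence at 480/520 nm.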
# AT treatment – qHTS Assay for Identifying a Potential Treatment of Ataxia-Telangiectasia | […] A-T fibroblasts, KAP-1 phosphorylation AlphaLISA; neocarzinostatin DNA damage 30 min before lysis | Potency, µM (series often up to 57.5 µM), without a hit: at the highest dose activation, usual class: activators | 320,000 compounds, 0.19% hits | AID 485349, 2010; also: potency is read from the fitted curve at half-maximal effect; % of control where 0% means no effect; nearly all actives have a fitted effect of over 45% in size
#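 ATM-like activity read as KAP-1 phosphorylation via AlphaLISA donor/acceptor antibody pairs after lysis and 6 hr at 25C. Cells were ATM-null patient fibroblasts ([…], hTERT), dosed 60 min, then exposed to the DSB inducer NCS for 30 min.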
# The depositor's hits bear a star; ? = inconclusive; / = no result given; & = joins results of further samples; [ ] = remark or other dose. Unless noted, calls follow the shape of the dose curve; as a rule, active = well fitted curve in the direction sought with a large enough effect; inconclusive = small, poorly fitted or top-dose-only effect, or another doubt; inactive = no such curve, though single readings can be large; an effect the other way counts as inactive or inconclusive.
SMILES,TCR act,ELG1 DNA repair,p53 reactivation,MLL CXXC-DNA inh,PTAP TSG101 blk,B2AR arrestin,a7 integrin act,BRCA1 expr act,TRPV1 ag,AT treatment
COc1ccccc1N(CC(=O)N1CCC(C(N)=O)CC1)S(=O)(=O)c1ccccc1,3%,13%,8%,21%,-1%,-0.6%,-64%[inhibitor],-2%,0,-3%
O=C(Cc1ccc([N+](=O)[O-])cc1)NCc1cccnc1,-4%,13%,9%,-1%,-3%,-4.4%,16%,-1%,1,1%
O=C(NC(=S)N1CCN(Cc2ccccc2)CC1)c1cccnc1,-7%,2%,-2%,-9%,0%,0.0%,-9%,19%,-2,-1%
CN(C)c1ccc(/C=N/NC(=O)CNC(=O)/C=C/c2ccccc2)cc1,0%,?,20%,55%[activator],2%,0.4%,-37%,0%,5,11%
Cc1nc(Nc2ccccc2C)c2cnn(C)c2n1,2%,/,/,/,-1%,/,9%,-11%,/,/
Cc1ccc(C(=O)OCCOc2cccc(Cl)c2)cc1S(=O)(=O)N1CCOCC1,3%,-25%,-5%,/,0%,0.0%,18%,-17%,?,8%
CCOC(=O)c1cnn(-c2cc(Oc3cccc(C)c3)ncn2)c1N,3%,-18%,2%,19%,-1%,0.0%,-10%,-14%,-4,3%
C=CCn1c(C)cc(C(=O)CN2NS(=O)(=O)c3ccccc3C2=O)c1C,0%,?,4%,2%,0%,-0.4%,-55%[inhibitor],-22%,3,-4%
Cc1ccc(S(=O)(=O)N(C)C)cc1NC(=O)COC(=O)c1sc2cc(Cl)ccc2c1Cl,3%,-1%,2%,10%,10%,0.4%,16%,-1%,1,-1%
O=C1NC(c2ccccc2Cl)=N/C1=C/c1ccco1,9%,?,24%,3%,-2%,3.6%,20%,0%,/,-11%
Cc1ccc(S(=O)(=O)N2CCC(=O)N(C(COCc3ccc(Cl)cc3Cl)Cc3ccccc3)CC2)cc1 (stereo unspecified),2%,3%,10%,-7%,-2%,0.3%,-7%,-23%,-3,/
CC(C)C[C@@H](CC#N)N1CCN(Cc2ccccc2)CCC1=O,1%,6%,13%,13%,-10%,-0.4%,4%,-3%,0,4%
O=C(O)CCN1C(=O)c2ccccc2C1=O,5%,8%,0%,6%,1%,-0.5%,-2%,0%,0,0%
Cn1c(C(=O)NC2CC2)cc2c(=O)n(C)c3ccccc3c21,0%,?,-2%,-13%,0%,-0.6%,5%,25%,15,-2%
Cc1ccc2nc(NS(C)(=O)=O)sc2c1,3%,?,5%,29%,-5%,-0.4%,-30%,33%,-3,4%
CCOC(=O)c1cnn(CCOC(=O)c2ccccc2F)c1NC(=O)c1ccccc1F,2%[46.1 µM],-4%,-2%,-25%,-2%,-0.9%,-3%,20%,-1,8%
Cc1[nH]c(=O)[nH]c(=O)c1/C=C/C(=O)O,1%,12%,1%,-4%,1%,-0.8%,?,-1%,1,0%
CCCCCn1c(Br)nc2c1c(=O)n(CC(N)=O)c(=O)n2C,4%,-2%,16%,3%,-8%,-0.8%,-13%,2%,6,-3%
COc1ccc(C(=O)CSc2nnc3n2CCCN3C(=O)Nc2ccccc2)cc1,-1%,3%,-3%,-3%,-3%,-0.6%,-3%,-2%,3,1%
CCCCC(=O)Nc1nnc(S(=O)(=O)N2CCCc3ccccc32)s1,6%,2%,5%,-4%,-3%,0.5%,-9%,-23%,-7,3%
CCOc1ccc(NC(=O)c2cccc(S(=O)(=O)Nc3c(C)n(C)n(-c4ccccc4)c3=O)c2)cc1,5%,/,/,/,0%,/,-28%,10%,/,/
Cc1ccc(NS(=O)(=O)c2ccc(NC(=O)C3CC3)cc2)c(C)c1,2%,-1%,-16%,-9%,0%,-0.2%,-10%,-20%,7,5%
CCOc1ccc(N(C(=O)CNS(=O)(=O)c2ccccc2)C(CC)C(=O)NCc2ccco2)cc1 (stereo unspecified),-1%,?,4%,-2%,-2%,0.4%,-3%,-6%,-4,4%
COC(=O)N(NC(=O)C(O)(c1ccccc1)c1ccccc1)c1ccc(C)cc1,0%[46.1 µM],11%,1%,-1%,0%,-0.7%,-6%,-21%,4,-5%
OCc1ccnc(Cl)c1,1%[46.1 µM],2%,3%,12%,0%,-0.4%,24%,-9%,-1,16%
SMILES,TCR act,ELG1 DNA repair,p53 reactivation,MLL CXXC-DNA inh,PTAP TSG101 blk,B2AR arrestin,a7 integrin act,BRCA1 expr act,TRPV1 ag,AT treatment
C=CCOc1ccc(CNCCO)cc1OCC,-8%[46.1 µM],5%,-8%,0%,-1%,-1.5%,23%,1%,3,9%
COc1ccc(/C(N)=N/OC(=O)CCCc2ccccc2)cc1OC,0%[46.1 µM],?,6%,30%[activator],-1%,0.3%,1%,32%,4,6%
O=C(O)c1cnc(N2CCOCC2)nc1,1%,-8%,1%,0%,0%,0.3%,10%,0%,1,4%
CC1CC(C)CN(S(=O)(=O)c2ccc(C(=O)NCc3ccco3)cc2)C1 (stereo unspecified),0%,-18%,-2%,4%,0%,-0.1%,0%,-1%,4,2%
CCCN1Cc2cc(OC)ccc2-c2ccccc2S1(=O)=O,-2%[46.1 µM],-1%,0%,/,-8%,2.7%,39%,7%,/,12%
CCOc1ccc(CNC(=O)CCS(=O)(=O)c2ccc3c(c2)oc(=O)n3C)cc1,2%,17%,-2%,-15%,1%,0.1%,?,0%,-3,7%
COc1ccc(-c2cc(C(F)(F)F)nc(SCC(=O)N(C)Cc3cn(C)nc3C)n2)cc1OC,2%[46.1 µM],?,2%,-6%,0%,-0.5%,-3%,-36%,?,2%
COc1ccc(-c2oc(=O)c3cc(OC)c(OC)cc3c2-c2ccc3c(c2)OCO3)cc1,9%,?,3%,/,-2%,-0.1%,8%,-40%,/,-5%
O=C(CCC(=O)Nc1ccccc1)NNC(=O)COc1ccccc1,2%[46.1 µM],16%,-8%,5%,-1%,0.0%,-5%,-1%,3,1%
Cc1ccc(OC(=O)c2ccc(C)c([N+](=O)[O-])c2)cn1,12%,3%,7%,-11%,-5%,0.1%,27%,26%,16,1%
CC(=O)NS(=O)(=O)c1ccc(NC(=O)C(Sc2ccccc2)c2ccccc2)cc1 (stereo unspecified),-1%,8%,-4%,5%,-6%,-0.2%,0%,-14%,3,6%
C[C@H]1CN=C(Nc2ccccc2)N1CCc1ccc(F)cc1,-3%,1%,-10%,/,-5%,-0.1%,18%,-4%,-1,16%
CCC(=O)N1CCN(c2ccc(NC(=O)c3ccccc3)cc2)CC1,8%,30%,3%,10%,0%,-0.2%,-13%,71%,5,-6%
COc1ccc(NS(=O)(=O)c2cccc(NC(=O)c3ccc(S(=O)(=O)N4CCCCCC4)cc3)c2)cc1,-8%[46.1 µM],?,2%,-3%,-1%,-0.2%,-41%[inhibitor],-81%,0,-3%
C=CCn1c(-c2cc(-c3ccc(C)cc3)nc3ccccc23)n[nH]c1=S,-1%,?,14%,9%,-6%,7.0%,-38%,0%,16,-4%
CCn1cc(C(=O)OCC(=O)Nc2cc(S(=O)(=O)N(C)C)ccc2C)c(=O)c2ccc(C)nc21,6%,?,-1%,5%,-8%,0.4%,-42%,10%,-5,2%
COc1cccc(CC(=O)Nc2cc(S(=O)(=O)N3CCOCC3)ccc2N2CCOCC2)c1,/,-6%,-1%,2%,1%,0.4%,12%,-19%,2,-3%
O=C(NNC(=O)c1ccccc1O)c1ccc(S(=O)(=O)Nc2ccccc2F)cc1,-7%,?,-4%,/,-9%,0.1%,-32%,-63%,1,-9%
CN(Cc1ccccc1)C(=O)CCS(=O)(=O)c1ccc2c(c1)NC(=O)CS2,6%,-9%,-3%,17%,-1%,4.0%,-17%,-25%,25,1%
CCn1cc(C(=O)NCCCN(CC(C)C)CC(C)C)c(=O)c2cc(S(=O)(=O)N(C)C3CCCCC3)ccc21,4%,-11%,-2%,-13%,1%,0.3%,-7%,2%&4%,28,-3%
O=C(CSc1nnc2ccc(-c3ccccn3)nn12)Nc1ccccc1F,2%,13%,2%,/,-1%,-0.1%,29%,22%,-1,12%
CCCNC(=S)NNC(=O)c1cccs1,-2%,-2%,-2%,1%,0%,-0.4%,-26%,1%,-1,-1%
CCc1c(C)nc2nc(SCc3ccccc3Cl)[nH]n2c1=O,-1%,-18%,-2%,17%,-3%,0.0%,39%,-7%,1,-6%
